NFkB binder: binders of human NF-kappa-B p105; Small molecule microarray, anti-His fluorescence binding; 17,000 tested, 1.3% active; P19838; calls only;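 active = spot fluorescence over background significantly raised, with a chance value under 7% in all four replicate spots of the compound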;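 also: probe protein is his-tagged human p50 processed subunit at 1 µg/ml; raw spot fluorescence signals with no normalization applied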
Target sequence (P19838 1-433 limits assumed): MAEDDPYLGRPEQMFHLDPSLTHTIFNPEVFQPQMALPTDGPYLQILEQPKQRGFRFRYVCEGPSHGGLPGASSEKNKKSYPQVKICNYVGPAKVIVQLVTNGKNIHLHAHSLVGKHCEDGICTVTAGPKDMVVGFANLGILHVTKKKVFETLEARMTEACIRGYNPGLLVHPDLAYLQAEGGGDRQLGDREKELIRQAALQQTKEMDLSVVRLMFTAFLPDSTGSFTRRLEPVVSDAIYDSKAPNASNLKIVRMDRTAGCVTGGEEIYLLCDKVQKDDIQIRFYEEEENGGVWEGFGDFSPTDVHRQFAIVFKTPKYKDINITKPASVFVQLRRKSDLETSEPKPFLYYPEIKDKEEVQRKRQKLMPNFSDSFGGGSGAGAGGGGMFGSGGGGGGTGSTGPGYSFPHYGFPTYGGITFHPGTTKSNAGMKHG
Calls only; i = inactive.

SMILES	NFkB binder
C[C@H]1CCCCO[C@@H](CN(C)C(=O)Nc2ccc(C(F)(F)F)cc2)[C@@H](C)CN([C@@H](C)CO)C(=O)c2cc(NS(C)(=O)=O)ccc2O1	i
Nc1nc(COc2cccc3cccnc23)nc(Nc2ccccc2)n1	i
S=C(NCc1ccco1)N1CCN(c2ncccn2)CC1	i
CNC[C@H]1Oc2ccc(NC(=O)C3CC3)cc2C(=O)N([C@@H](C)CO)C[C@H]1C	i
Cc1noc(C)c1NC(=O)N(C)C[C@H]1Oc2ccc(NC(=O)Nc3cccc4ccccc34)cc2C(=O)N([C@@H](C)CO)C[C@H]1C	i
C[C@H](CO)N1C[C@H](C)[C@@H](CN(C)C(=O)Nc2ccc(F)cc2)Oc2ccc(NC(=O)CCN3CCOCC3)cc2C1=O	i
Cc1noc(C)c1NC(=O)N(C)C[C@@H]1Oc2ccc(NC(=O)Cc3cn(C)c4ccccc34)cc2CC(=O)N([C@@H](C)CO)C[C@@H]1C	i
C=C(CC[C@@H](C)[C@H]1CCC2(C)C3=C(C[C@H](O)[C@]12C)[C@@]1(C)CC[C@@H](OC(=O)CC(=O)O)C(C)(C)C1CC3)[C@@H](C)C(=O)O (stereo partly drawn)	i
Cc1sc2ncnc(Nc3cccc(C(=O)O)c3)c2c1C	i
c1coc(CNc2nc3ccccc3n2CCN2CCCCC2)c1	i
C=C1CC[C@H]2[C@@](C)(CCC(O)[C@@]2(C)CO)[C@@H]1CCC1=CCOC1=O (stereo partly drawn)	i
Cc1cc(CNC(=O)c2cc(-c3ccccc3)nc3ccccc23)nn1C	i
C[C@H](CO)N1C[C@H](C)[C@@H](CN(C)S(=O)(=O)c2ccc(C#N)cc2)OCc2cn(nn2)CCCC1=O	i
C[C@@H]1CN([C@H](C)CO)C(=O)c2cccc(NC(=O)C3CCOCC3)c2O[C@H]1CN(C)C(=O)Nc1cccc2ccccc12	i
CC(=O)Nc1cccc(NC(=O)CSc2ccccc2[N+](=O)[O-])c1	i
CCOC(=O)c1ccc(COc2ccc(-c3cnc4ccccc4n3)cc2)o1	i
CC(C)NC(=O)Nc1ccc2c(c1)C(=O)N([C@H](C)CO)C[C@H](C)[C@H](CN(C)C(=O)c1ccncc1)OCCCC[C@H](C)O2	i
Cc1cc2cc(O)cc(O)c2c(=O)o1	i
CC(=O)c1cccc(NC(=O)CSc2nnc(-c3ccccc3Cl)n2-c2ccccc2)c1	i
COc1ccc(-c2coc3c(OC)c(OC)cc(OC4OC(CO)C(O)C(O)C4OC4OCC(O)C(O)C4O)c3c2=O)cc1 (stereo not drawn)	i
O=C(CSc1nc2ccccc2[nH]1)Nc1cccc(Cl)c1	i
Cc1c(Br)ccc(NC(=O)CSc2nnc(-c3ccccc3)n2-c2ccccc2)c1C	i
C[C@@H]1CN([C@@H](C)CO)C(=O)c2cc(NC(=O)Nc3ccccc3)ccc2O[C@@H](C)CCCCO[C@@H]1CN(C)C	i
Cc1cc(NC(=O)NCCCN2CCN(C3CCCCC3)CC2)ccc1Cl	i
C#CCNC(=O)C1=C[C@H](c2cn(C(C)=O)c3ccccc23)C[C@H](OCCCCO)O1	i
SMILES	NFkB binder
CC(C)(Oc1ccc(Cl)cc1)C(=O)NCc1ccccn1	i
COc1ccc(NC(=O)N(C)C[C@@H]2OCCCC[C@H](C)Oc3ccc(NC(=O)c4ccccc4)cc3C(=O)N([C@H](C)CO)C[C@H]2C)cc1	i
C[C@@H]1CN([C@@H](C)CO)C(=O)c2cc(NC(=O)CCC(F)(F)F)ccc2O[C@@H](C)CCCCO[C@H]1CN(C)Cc1ccccc1	i
CO[C@H]1O[C@H](CO)[C@@H](OC(=O)Nc2ccccc2)[C@H](OC(=O)Nc2ccc3c(c2)OCO3)[C@H]1OC(=O)Nc1ccc2c(c1)OCO2	i
O=C(CCc1ccccc1)c1c(O)cc(O)cc1O	i
C[C@H](CO)N1C[C@H](C)[C@@H](CN(C)Cc2ccc3c(c2)OCO3)Oc2ccc(N(C)C)cc2C1=O	i
CC(=O)Nc1ccccc1NC(=O)COc1cc(Cl)c(Cl)cc1Cl	i
COc1ccc(Nc2nc(NC(C)(C)C)nc(OC)n2)c(OC)c1	i
C[C@@H]1CCCCO[C@@H](CN(C)Cc2ccncc2)[C@@H](C)CN([C@@H](C)CO)C(=O)c2cc(NC(=O)Nc3ccc(F)cc3)ccc2O1	i
Cc1noc(C)c1NC(=O)N(C)C[C@@H]1Oc2ccc(NS(=O)(=O)c3cn(C)cn3)cc2CC(=O)N([C@@H](C)CO)C[C@@H]1C	i
CC(=O)C1=C(C)N(Cc2ccco2)C(=O)C1(NC(=O)C1CCCCC1)C(F)(F)F (stereo not drawn)	i
COc1ccc(S(=O)(=O)N(C)C[C@@H]2Oc3c(NC(=O)C4CCOCC4)cccc3C(=O)N([C@@H](C)CO)C[C@@H]2C)cc1	i
Cc1ccc(CCC(=O)Nc2cc(C(F)(F)F)ccc2Cl)o1	i
COc1ccc(CN(C)C[C@@H]2Oc3c(NC(=O)Nc4ccc(C(F)(F)F)cc4)cccc3C(=O)N([C@@H](C)CO)C[C@H]2C)cc1	i
O=C(COc1ccc(I)cc1)Nc1cc(C(=O)O)cc(C(=O)O)c1	i
C[C@@H]1CN([C@H](C)CO)C(=O)c2cccc(NC(=O)NC3CCCCC3)c2O[C@H]1CN(C)Cc1ccccc1	i
C[C@@H]1CN([C@@H](C)CO)C(=O)c2cc(N(C)C)ccc2O[C@H]1CN(C)C(=O)NC1CCCCC1	i
O=C1CC(Sc2nnc(-c3ccccc3O)o2)C(=O)N1c1ccccc1 (stereo not drawn)	i
COc1ccc(NC(=O)Nc2ccc3c(c2)CC(=O)N([C@@H](C)CO)C[C@H](C)[C@H](CN(C)S(=O)(=O)c2ccc(C)cc2)O3)cc1	i
Cc1noc(C)c1NC(=O)N(C)C[C@@H]1OCCCC[C@H](C)Oc2ccc(NC(=O)CCC(F)(F)F)cc2C(=O)N([C@@H](C)CO)C[C@@H]1C	i
CCC(C)/C=C/C1=CC2=C(Cl)C(=O)C3(C)OC(=O)C(C(=O)C(C)C(C)O)C3C2=CO1 (stereo not drawn)	i
C[C@@H]1CCCCO[C@H](CN(C)S(=O)(=O)c2cn(C)cn2)[C@H](C)CN([C@H](C)CO)C(=O)c2cc(NS(C)(=O)=O)ccc2O1	i
O=C(Nc1ccccc1)N[C@@H](Cc1ccccc1)Cn1cc(CN2C(=O)COC[C@H]2c2ccccc2)nn1	i
O=C(C1=C[C@H](c2ccc(C(F)(F)F)cc2)C[C@H](OCc2ccc(CO)cc2)O1)N1CCCC1	i
COc1ccc(COC[C@@]23Oc4ccccc4[C@@H](NC(=O)N2C)[C@H]3COC(=O)c2ccc([N+](=O)[O-])cc2)cc1	i
SMILES	NFkB binder
C[C@@H]1CN([C@H](C)CO)C(=O)c2cc(NC(=O)C3CC3)ccc2O[C@@H]1CN(C)C	i
C[C@H](CO)N1C[C@H](C)[C@H](CN(C)C(=O)Nc2cccc3ccccc23)Oc2ncc(-c3ccc(F)cc3)cc2C1=O	i
COCCOC(=O)N1C(=O)[C@@]2(c3ccccc31)[C@H](C(=O)N1CCc3cc(OC)c(OC)cc3C1)[C@H]1C(=O)O[C@H](c3ccccc3)[C@H](c3ccccc3)N1[C@@H]2c1ccccc1OCCO	i
C[C@@H]1CN([C@H](C)CO)C(=O)Cc2cc(NC(=O)NC3CCCCC3)ccc2O[C@@H]1CN(C)S(=O)(=O)c1ccc(Cl)cc1	i
C[C@@H]1CCCCO[C@@H](CN(C)C(=O)Cc2ccccc2)[C@H](C)CN([C@@H](C)CO)C(=O)c2cc(NS(C)(=O)=O)ccc2O1	i
O=C(CCc1ccccc1)Nc1ccccc1C(=O)N1CCOCC1	i
CS(=O)(=O)N(CC(=O)Nc1ccccc1C(=O)O)c1ccc(F)cc1	i
Cc1cccc(NC(=O)CSc2n[nH]c(-c3ccccc3)n2)c1	i
C[C@H]1CN([C@@H](C)CO)C(=O)c2cccc(NS(=O)(=O)c3cn(C)cn3)c2O[C@@H]1CN(C)Cc1ccc(C(F)(F)F)cc1	i
Cc1sc2nc(SCC(=O)O)n(-c3ccc(Cl)c(Cl)c3)c(=O)c2c1C	i
Cc1ccc(N(C(C)C(=O)Nc2cccc(C)c2C)S(C)(=O)=O)cc1 (stereo not drawn)	i
Nc1nc(SCc2ccc3c(c2)OCCO3)n[nH]1	i
C[C@@H]1CCCCO[C@@H](CN(C)C)[C@H](C)CN([C@H](C)CO)C(=O)c2cc(NC(=O)Nc3ccc(C(F)(F)F)cc3)ccc2O1	i
O=C(CSc1nc(-c2ccccc2)cc(-c2ccccc2)n1)Nc1cccc([N+](=O)[O-])c1	i
CC(=O)n1cc([C@@H]2C=C(C(N)=O)O[C@H](OCCCCO)C2)c2ccccc21	i
CN1CCc2nc(SCC(=O)Nc3ccc(C(C)(C)C)cc3)c(C#N)cc2C1	i
COc1ccc(S(=O)(=O)Nc2ccc3c(c2)C(=O)N([C@@H](C)CO)C[C@H](C)[C@@H](CN(C)CC2CC2)O3)cc1	i
C[C@H]1CN([C@@H](C)CO)C(=O)c2cccc(NC(=O)Nc3ccccc3)c2O[C@@H]1CN(C)Cc1ccc(C(F)(F)F)cc1	i
C[C@@H]1CN([C@H](C)CO)C(=O)c2cc(NS(=O)(=O)c3cn(C)cn3)ccc2O[C@@H](C)CCCCO[C@@H]1CN(C)S(=O)(=O)c1cn(C)cn1	i
C[C@H](CO)N1C[C@H](C)[C@@H](CN(C)S(=O)(=O)c2ccccc2)OCCCC[C@H](C)Oc2ccc(NC(=O)CCCN(C)C)cc2C1=O	i
Cc1sc2ncnc(SCC(=O)N3CCOCC3)c2c1-c1ccc(Cl)cc1	i
COC(=O)C(C)Sc1nnc2c3ccccc3n(Cc3ccccc3)c2n1 (stereo not drawn)	i
COc1ccc(S(=O)(=O)Nc2cccc3c2O[C@H](CN(C)Cc2ccc(C(F)(F)F)cc2)[C@H](C)CN([C@@H](C)CO)C3=O)cc1	i
COc1ccc([Si](C)(C)[C@@H]2[C@@H](CCn3cc(CCO)nn3)O[C@]3(C(=O)N(C)c4c(Br)cc(C)cc43)[C@H]2C)cc1	i
CNC[C@@H]1Oc2ccc(NC(=O)Cn3cnnn3)cc2CC(=O)N([C@H](C)CO)C[C@@H]1C	i
SMILES	NFkB binder
CC(=O)c1cccc(N(CC(=O)O)S(C)(=O)=O)c1	i
C[C@H](CO)N1C[C@H](C)[C@H](CN(C)CC2CC2)Oc2c(NS(=O)(=O)c3cn(C)cn3)cccc2C1=O	i
COc1cc(/C=C/C(=O)OC2CC3CCC2(C)C3(C)C)ccc1O (stereo not drawn)	i
CNC[C@@H]1Oc2ccc(NC(=O)c3ccncc3)cc2C(=O)N([C@@H](C)CO)C[C@H]1C	i
C[C@@H]1CN([C@@H](C)CO)C(=O)c2cc(NC(=O)c3ccccc3)ccc2O[C@@H](C)CCCCO[C@@H]1CN(C)S(=O)(=O)c1cn(C)cn1	i
COC(=O)c1cc(O)cc(OC)c1Oc1cc(C)cc(O)c1C(=O)OC	i
COc1ccc([C@@H]2Oc3c(OC)cc(CCCO)cc3[C@H]2CO)cc1OC	i
C[C@@H]1CN([C@H](C)CO)C(=O)c2cccc(NC(=O)c3ccncc3)c2O[C@@H]1CN(C)S(=O)(=O)c1ccc(F)cc1	i
CC(C)NC(=O)Nc1ccc2c(c1)C(=O)N([C@H](C)CO)C[C@H](C)[C@@H](CN(C)Cc1ccc(C(=O)O)cc1)OCCCC[C@H](C)O2	i
C[C@@H]1CN([C@H](C)CO)C(=O)c2cc(NC(=O)C3CCCCC3)ccc2O[C@@H](C)CCCCO[C@H]1CN(C)C(=O)Nc1ccccc1	i
Cn1c(SCC(=O)O)nnc1-c1ccccc1	i
Cc1sc2nc(SCc3cc(=O)[nH][nH]3)nc(N)c2c1C	i
C[C@@H]1CN([C@@H](C)CO)C(=O)Cc2cc(NC(=O)NC3CCCCC3)ccc2O[C@H]1CN(C)C(=O)NC1CCCCC1	i
CC(=O)c1cccc(NC(=O)CCN2C(=O)C3CC=C(Cl)CC3C2=O)c1 (stereo not drawn)	i
Cc1ncc([N+](=O)[O-])n1CC(O)CCl (stereo not drawn)	i
COc1ccc(CN2C(=O)c3cccc4cccc(c34)C2=O)cc1S(=O)(=O)N1CCCCCC1	i
COc1ccc(NC(=O)Nc2ccc3c(c2)CC(=O)N([C@H](C)CO)C[C@H](C)[C@H](CN(C)C)O3)cc1	i
CCc1cc2c(=O)c(-c3nc(C)cs3)c(CCC(=O)O)oc2cc1O	i
NC(=O)CSc1nc2ccccc2[nH]1	i
CCCN(CCC)CCc1cccc2c1CC(=O)N2	i
COc1ccc(NC(=O)N(C)C[C@@H]2Oc3c(NS(=O)(=O)c4cccs4)cccc3C(=O)N([C@@H](C)CO)C[C@H]2C)cc1	i

Rewritten bar-delimited: entries from further up.
SMILES | NFkB binder
CC(=O)c1cccc(N(CC(=O)O)S(C)(=O)=O)c1 | i
C[C@H](CO)N1C[C@H](C)[C@H](CN(C)CC2CC2)Oc2c(NS(=O)(=O)c3cn(C)cn3)cccc2C1=O | i
COc1cc(/C=C/C(=O)OC2CC3CCC2(C)C3(C)C)ccc1O (stereo not drawn) | i
CNC[C@@H]1Oc2ccc(NC(=O)c3ccncc3)cc2C(=O)N([C@@H](C)CO)C[C@H]1C | i
C[C@@H]1CN([C@@H](C)CO)C(=O)c2cc(NC(=O)c3ccccc3)ccc2O[C@@H](C)CCCCO[C@@H]1CN(C)S(=O)(=O)c1cn(C)cn1 | i
COC(=O)c1cc(O)cc(OC)c1Oc1cc(C)cc(O)c1C(=O)OC | i
COc1ccc([C@@H]2Oc3c(OC)cc(CCCO)cc3[C@H]2CO)cc1OC | i
C[C@@H]1CN([C@H](C)CO)C(=O)c2cccc(NC(=O)c3ccncc3)c2O[C@@H]1CN(C)S(=O)(=O)c1ccc(F)cc1 | i
CC(C)NC(=O)Nc1ccc2c(c1)C(=O)N([C@H](C)CO)C[C@H](C)[C@@H](CN(C)Cc1ccc(C(=O)O)cc1)OCCCC[C@H](C)O2 | i
C[C@@H]1CN([C@H](C)CO)C(=O)c2cc(NC(=O)C3CCCCC3)ccc2O[C@@H](C)CCCCO[C@H]1CN(C)C(=O)Nc1ccccc1 | i
Cn1c(SCC(=O)O)nnc1-c1ccccc1 | i
Cc1sc2nc(SCc3cc(=O)[nH][nH]3)nc(N)c2c1C | i
C[C@@H]1CN([C@@H](C)CO)C(=O)Cc2cc(NC(=O)NC3CCCCC3)ccc2O[C@H]1CN(C)C(=O)NC1CCCCC1 | i

A portion of the library; the hit share may differ from the screen's.
